uPA surface inh: inhibitors of cell surface uPA generation | cell surface uPA generation assay, qHTS | Potency, µM (titrated, usually from 38.3 µM), inactives show top-dose activity change, negative = inhibition, actives largely listed as inhibitors | hit rate 0.31% among 330,000 | AID 540303; active = well fitted inhibition curve with a large enough effect; inconclusive = small, poorly fitted or top-dose-only effect; inactive = no such curve, though single readings can be large or run the other way; tested in mouse RAW 264.7 cells; also: potency is read from the fitted curve at half-maximal effect; nearly all actives have a fitted effect of over 55% in size
GALK inhibitor: blocks human galactokinase activity | hit rate 0.007% among 270,000 | Purified GALK, Kinase-Glo residual ATP luminescence | P51570 | Potency, µM (titrated, usually from 57.5 µM), for inactives: at the top dose activity change, negative = inhibition, actives largely listed as inhibitors; also: potency is read from the fitted curve at half-maximal effect
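Human GALK (5 nM) with 35 uM ATP and 100 uM galactose in 20 mM HEPES pH 8.0, 5 mM MgCl2, 60 mM NaCl, 1 mM DTT, 0.01% BSA. After 1 h at room temperature, leftover ATP was read by Kinase-Glo Plus luminescence.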
USP2a block: inhibitors of human ubiquitin-specific protease USP2a; AID 463254; Potency, µM (titrated, usually from 38.3 µM), without a hit: top-dose activity change, negative = inhibition, actives largely listed as inhibitors; USP2 core, Ub-CHOP2 coupled fluorogenic reporter, 485/531; O75604; hit rate 0.01% among 330,000;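 also: potency is read from the fitted curve at half-maximal effect; plate controls were DMSO wells for no effect and full inhibition by NEM control for full effect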
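Cell-free coupled assay: 10nM USP2 core preincubated 30min RT with compound in Tris-HCl pH 8.0/CaCl2/CHAPS buffer, then 25nM Ub-CHOP2 and 25nM reporter substrate; fluorescence (Ex 485/Em 531) read after 60min RT, normalized to NEM inhibition, concentration-response curves fitted.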
Giardia killer: kills Giardia lamblia; Giardia lamblia trophozoite viability; activity change, % at 7.66 µM, hits read low; hit rate 0.15% among 340,000; in the data active = activity change below about -80%; inconclusive = between about -30% and that limit;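 also: parasites exposed to compound for two days anaerobically before the ATP read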
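Each well holds 100 Giardia trophozoites and compound. After two days (48 hrs) at 37 deg C in anaerobic conditions, ATP is quantified by luminescence.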
B2AR arrestin: agonists driving beta-arrestin recruitment to human beta2-adrenergic receptor | P07550 | beta-arrestin recruitment to beta2AR, cell-based reporter | hit rate 0.02% among 330,000 | Potency, µM (titrated, usually from 46.1 µM), inactives show top-dose activation, hits mostly activators;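 also: potency is read from the fitted curve at half-maximal effect; 0% = DMSO controls and full agonism = EC100 isoproterenol or metaproterenol; nearly all actives have a fitted effect of over 65% in size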
PKM2 activator: activators of human pyruvate kinase M2; P14618; purified PKM2, Kinase-Glo ATP luminescence, activation; response scale: 0% is enzyme alone, no compound; Potency, µM (top dose mostly 57.5 µM), without a hit: at the highest dose activation, hits mostly activators; hit rate 0.34% among 260,000; also: potency is read from the fitted curve at half-maximal effect; nearly all actives have a fitted effect of over 55% in size
Target sequence (P14618 whole entry, looked up): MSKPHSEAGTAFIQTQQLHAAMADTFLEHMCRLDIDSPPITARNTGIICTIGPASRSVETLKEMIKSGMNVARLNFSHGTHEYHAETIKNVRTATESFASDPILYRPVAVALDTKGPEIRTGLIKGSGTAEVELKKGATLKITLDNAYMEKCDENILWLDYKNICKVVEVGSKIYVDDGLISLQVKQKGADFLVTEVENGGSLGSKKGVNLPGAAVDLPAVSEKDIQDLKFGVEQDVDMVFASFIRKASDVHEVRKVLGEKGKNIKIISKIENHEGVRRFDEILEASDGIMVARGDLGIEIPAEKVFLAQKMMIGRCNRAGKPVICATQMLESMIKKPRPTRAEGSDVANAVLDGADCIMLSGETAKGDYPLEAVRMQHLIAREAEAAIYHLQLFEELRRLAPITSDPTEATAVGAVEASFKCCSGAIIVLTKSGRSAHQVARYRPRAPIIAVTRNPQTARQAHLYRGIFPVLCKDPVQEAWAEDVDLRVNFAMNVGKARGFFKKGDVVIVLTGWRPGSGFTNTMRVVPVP
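ATP formation by purified human PK-M2, quantified via coupled luciferase luminescence after 1 h at room temperature with 0.1 mM ADP and 0.5 mM PEP final.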
KCNH2 3.1 inh: KCNH2 3.1 (human) potassium channel inhibition; U2OS KCNH2 3.1, thallium flux FluxOr; hits give low values; activity change, % (tested at about 1.8 µM); hit rate 0.95% among 340,000; AID 720553;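 active = maximum activity change below -70%; inconclusive = maximum activity change from -70% to -50%; inactive = maximum activity change above -50%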;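 also: thallium influx rate constant from kinetic fluorescence after stimulation buffer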
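Steps: virus added to U2OS suspension (4 h, RT, dark); medium with 10% FBS added, cells plated, 37 C overnight; FluxOr/Red40 loading buffer 45 min RT; stimulation buffer, 2 min kinetic read; rate constant normalized.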
Chronic BCR inh: blocks chronic active B-cell receptor signaling; Potency, µM (highest dose often 46.1 µM), for the others: at the highest dose ratio change, negative = lower green/red ratio, actives largely listed as inhibitors; hit rate 0.05% among 340,000; ABC-DLBCL IkBa-CBG/CBR reporter, luminescence ratio, 4 h; AID 493014; active = well fitted inhibition curve with a large enough effect in the signal ratio, with a control signal flat, not every such curve was filed as active; inconclusive = small, poorly fitted or top-dose-only effect, or effect the other way, or a change in a side signal; the % refers to the signal ratio;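 also: potency is read from the fitted curve at half-maximal effect; plate controls were basal doxycycline-induced cells for no effect and cells given 10 µM MG132 for full effect; MG132 reads +100%, hits lower the ratio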
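TMD8 human ABC-DLBCL cells with doxycycline-inducible IκBα–green luciferase fusion and unfused red luciferase, in 0.5% FBS medium; compounds up to 46 uM, 4 h at 37C. Green/red luminescence ratio, filter-overlap corrected, fitted to concentration-response curves.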
KCNH2 WT inh: inhibitors of human wildtype KCNH2 potassium channel | hit rate 0.37% among 340,000 | U2OS, BacMam KCNH2, thallium flux FluxOr; hits give low values | Q12809 | AID 720551 | activity change, % at 1.84 µM;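 active = maximum activity change below -70%; inconclusive = maximum activity change between -70% and -50%; inactive = maximum activity change above -50%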
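U2OS cells were transduced with wild-type KCNH2 virus (2.03 x 10^8 / mL) for 4 h at room temperature, then cultured overnight at 37 C. Thallium flux was read with FluxOr dye. Rate constants were normalized to DMSO controls.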
Eya2 phos inh: Eya2 (human) phosphatase inhibition; recombinant Eya2, OMFP fluorescence dephosphorylation (OMFP is methylfluorescein phosphate); Potency, µM (top dose mostly 76.9 µM), for inactives: at the top dose activity, negative = inhibition, actives largely listed as inhibitors; hit rate 0.006% among 330,000; AID 488837; also: potency is read from the fitted curve at half-maximal effect
Target sequence (O00167 whole entry, looked up): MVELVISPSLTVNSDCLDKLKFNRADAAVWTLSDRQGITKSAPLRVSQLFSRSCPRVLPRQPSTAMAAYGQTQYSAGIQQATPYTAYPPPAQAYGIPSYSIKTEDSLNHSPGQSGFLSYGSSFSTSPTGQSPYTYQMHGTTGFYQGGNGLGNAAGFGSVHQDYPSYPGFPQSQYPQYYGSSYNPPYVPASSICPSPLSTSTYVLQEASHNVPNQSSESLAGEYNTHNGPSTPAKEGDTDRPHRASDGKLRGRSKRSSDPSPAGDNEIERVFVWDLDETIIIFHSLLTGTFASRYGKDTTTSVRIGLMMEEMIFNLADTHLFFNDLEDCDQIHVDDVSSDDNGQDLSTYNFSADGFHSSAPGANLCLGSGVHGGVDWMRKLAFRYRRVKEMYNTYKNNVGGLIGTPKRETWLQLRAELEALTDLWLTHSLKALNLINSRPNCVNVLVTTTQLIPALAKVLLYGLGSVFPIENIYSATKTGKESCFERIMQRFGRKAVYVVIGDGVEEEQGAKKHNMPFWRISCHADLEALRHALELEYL
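Eya2 (0.2 uM) preincubated 10 min at ambient with compound, then OMFP substrate added at 50 uM; 10 min reaction in 50 mM HEPES pH 7.5, 50 mM NaCl, 5 uM MgCl2, 0.05% BSA, 1 mM DTT. Fluorescence read at Ex 485/Em 525 nm.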
Coupling enz: inhibits coupling enzyme system, counter-screen for aldolase hits. coupling enzyme system counterscreen, AmpLite Red fluorescence. activity change, negative = inhibition, % at 58.2 µM, hits read low. hit rate 0.67% among 290,000. AID 2472; in the data active = activity change below about -30%
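Compounds tested against the coupling enzymes alone at 57.5 uM final; readout was AmpLite Red fluorescence (525/598 nm) after 20 min at RT.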
* = called active by the depositor; u = inconclusive; x = no result given; [ ] = remark or other dose. Unless noted, calls follow the shape of the dose curve; as a rule, active = well fitted curve in the direction sought with a large enough effect; inconclusive = small, poorly fitted or top-dose-only effect, or another doubt; inactive = no such curve, though single readings can be large; an effect the other way counts as inactive or inconclusive. Unless noted, % is scaled to controls: 0 for no effect and ±100 for the full control effect.

SMILES | uPA surface inh | GALK inhibitor | USP2a block | Giardia killer | B2AR arrestin | PKM2 activator | KCNH2 3.1 inh | Chronic BCR inh | KCNH2 WT inh | Eya2 phos inh | Coupling enz
Cn1cnnc1SCC(=O)Nc1ccc2nc(SCc3ccccc3F)sc2c1 | -6.0% | -3.2% | -1.2% | 4.9 | -0.8% | -8.8% | 6.7 | -5.4% | 1.5 | 10.9% | 4.2
COc1ccc(C/C(N)=N/OC(=O)C(c2ccccc2)c2ccccc2)cc1OC | -9.0% | 3.2% | 1.8% | -8.5 | -0.8% | 0.4% | -2.1 | 4.7% | -6.6 | 11.7% | 2.8
CC12CCC(=O)N1C(C(=O)Nc1ccc(S(=O)(=O)N3CCCCC3)cc1)CS2 (stereo unspecified) | -15.5% | x | -0.2% | 14.7 | 0.1% | x | -0.6 | -0.1% | 2.2 | 5.9% | x
CC(=O)Nc1ccc(S(=O)(=O)N(C)CC(=O)NC2CCCC(C)C2C)cc1 (stereo unspecified) | -2.0% | x | 1.7% | 5.7 | -0.1% | x | 21.0 | u | -4.4 | -12.7% | x
CCOC(=O)/C=C/C(=O)N1CCN(C(=O)/C=C/C(=O)OCC)CC1 | -5.8% | 0.4% | 1.9% | 5.3 | 5.4% | -4.4% | 13.9 | -17.8% | -13.7 | -5.2% | -2.0
CC(C)(C)c1ccc(C(=O)N2CCCCCC2=O)cc1 | 2.4% | 0.0% | 1.1% | -9.9 | -0.2% | -6.9% | 5.0 | u | -5.7 | 2.7% | -4.2
Cc1nc2ccc(NC(=O)N3CCSCC3)cc2nc1C | 0.8% | 0.0% | -0.2% | 10.3 | -0.2% | -1.0% | 2.3 | u | -10.0 | -9.2% | -10.1
CC(NC(=O)c1ccccc1C(=O)O)c1ccc(-n2ccnc2)cc1 (stereo unspecified) | -5.0% | 4.5% | 0.1% | -10.8 | 3.3% | -0.2% | 14.8 | -1.5% | 6.1 | -11.3% | -0.1
CCOC(=O)CSC1=NN2CCS(=O)(=O)N=C2S1 | 3.9% | 11.9% | 0.3% | -11.6 | 0.0% | 2.1% | 0.0 | 10.8% | 2.4 | -0.5% | 0.5
CCOC(=O)c1c(C)n(-c2ccc(C)cc2)c2ccc(OCC(O)CNCC3CCCO3)cc12 (stereo unspecified) | 9.5% | 0.5% | -9.9% | 13.5 | 0.1% | -0.5% | -5.2 | u | 1.0 | -17.9% | -1.4
CCOc1ccc(C(=O)NCCCCNC(=O)c2ccc(OCC)cc2)cc1 | 0.7% | 0.0% | 0.8% | 4.6 | -0.5% | -2.0% | -16.7 | 2.3% | 22.7 | 8.8% | 1.3
O=C(Cc1cccc2ccccc12)N/N=C/c1ccc(Sc2nc3ccccc3s2)o1 | 2.8% | x | -2.8% | -19.8 | 0.3% | -4.4% | -3.1 | 6.7% | 2.6 | 3.5% | -22.6
O=C(COC(=O)C1CCN(S(=O)(=O)c2cccs2)CC1)Nc1ccc(F)cc1Cl | 1.5% | x | -1.2% | -8.5 | -0.7% | x | -20.1 | -0.4% | 20.6 | 4.9% | x
COC(=O)CN(C)C(=O)c1cccc(OC2CCN(S(=O)(=O)N(C)C)CC2)c1 | 3.2% | 7.0% | 1.4% | 15.3 | -0.8% | -0.3%[11.5 µM] | 8.7 | -0.8% | 15.7 | -8.1% | 4.6
COc1ccc(C(=O)c2ccc(CC(=O)O)s2)cc1 | -16.6% | -2.6% | 6.9% | -12.1 | -0.6% | -0.4% | 5.8 | u | -9.4 | 1.2% | 9.6
CCOc1cccc(NC(=O)/C(C#N)=C/c2cccnc2)c1 | -7.5% | 3.1% | 0.0% | -0.2 | 0.4% | 27.5% | -1.1 | -20.0% | -4.2 | -18.3% | 0.2
Cc1nn(C)c(C)c1NC(=O)CN1CCC(O)(c2ccc3c(c2)OCO3)CC1 | 5.5% | 2.3% | -0.3% | -10.9 | 0.2% | -3.2% | -0.1 | -1.3% | -4.6 | 16.5% | 6.9
Cc1nnc(SCC(=O)Nc2cc(C(N)=O)cc(C(N)=O)c2)n1-c1ccccc1 | -0.8% | 4.5% | 0.5% | -2.4 | -0.2% | -1.5% | -2.1 | -7.7% | 2.0 | 6.4% | -1.5
COc1ccc(CCN2C(=O)CC(N3CCOCC3)C2=O)cc1 (stereo unspecified) | 3.2% | 2.0% | 0.2% | 9.0 | 0.2% | -6.8% | -2.1 | -0.3% | 1.9 | 2.1% | 0.4
COCC(=O)NNS(=O)(=O)c1ccccc1[N+](=O)[O-] | -1.2% | 1.0% | -0.7% | -14.6 | 0.1% | -4.1% | 8.8 | 1.0% | -8.4 | -5.2% | -0.1
O=C(O)c1ccccc1OC(=O)C12CC3CC(CC(C3)C1)C2 | -0.1% | 4.2% | 3.7% | 14.7 | 0.0% | 0.0% | 1.0 | u | -11.4 | 10.0% | 2.9
O=C(NCCCn1ccnc1)Nc1ccc(Cl)cc1 | x | 0.8% | 0.7% | -13.2 | -0.1% | 8.7% | -71.2* | u | 1.9 | -4.9% | x
CCOC(=O)N1CCN(C(=O)CN(c2cccc(C(F)(F)F)c2)S(C)(=O)=O)CC1 | -2.5% | 5.4% | -0.3% | -4.3 | -0.2% | -1.9% | 3.2 | 0.6% | -5.7 | 4.6% | -0.4
Cc1cc(=O)oc2cc(OCC(=O)Nc3nnc(C4CC4)s3)ccc12 | -0.3% | -2.2% | -1.6% | 6.9 | 7.1% | -3.8% | -14.6 | -0.3% | 0.5 | -0.5% | 4.0
COc1ccc2c(c1)C1CC(C)(NC(=O)C1S(=O)(=O)c1ccc(F)cc1)O2 (stereo unspecified) | -6.6% | 0.1% | 3.4% | -13.6 | -0.2% | -14.4% | 9.7 | -15.7% | 15.9 | -1.0% | -11.5
(list continues)
SMILES | uPA surface inh | GALK inhibitor | USP2a block | Giardia killer | B2AR arrestin | PKM2 activator | KCNH2 3.1 inh | Chronic BCR inh | KCNH2 WT inh | Eya2 phos inh | Coupling enz
COc1cccc(NC(=O)CN(C)S(=O)(=O)c2ccc3c(c2)CCC(=O)N3)c1 | 0.9% | x | 0.7% | -18.9 | 0.3% | 0.7% | 34.4 | -2.5% | 3.5 | 5.3% | 0.5
Cc1ccccc1Nc1ncnc2c1cnn2-c1ccccc1 | u | 0.2% | -3.6% | 6.3 | 0.1% | 12.1% | -5.5 | u | 5.0 | -3.1% | -5.2
CCC(=O)c1cc(-c2nc3ccccc3n2C)n(C)c1 | -2.5% | 0.6% | 0.7% | 3.7 | 0.1% | -0.1% | -12.8 | 5.8% | 10.9 | -3.0% | -0.2
CC(NC(=O)Nc1ccccc1)C(c1cccs1)N1CCN(c2ccccc2)CC1 (stereo unspecified) | u | 1.1% | 1.7% | -5.3 | 3.7% | 0.1% | -6.9 | -2.2% | -5.5 | 7.3% | -5.1
Cc1cccnc1NC(=O)CCNS(=O)(=O)c1ccc2c(c1)c(=O)n(C)c(=O)n2C | 3.9% | 1.8% | 10.6% | -3.6 | 0.5% | 11.9% | -0.3 | -1.1% | -12.9 | 10.6% | 1.9
CCCCn1c(N)c(N(CCOC)C(=O)CSCc2c(C)noc2C)c(=O)[nH]c1=O | 9.7% | -5.5% | 2.6% | -8.2 | 3.0% | 1.7% | 0.9 | 1.1% | -1.7 | 6.5% | x
CCOC(=O)C1CCCN(CC(=O)Nc2ccc(C(=O)Nc3ccccc3OC)cc2)C1 (stereo unspecified) | 31.7%[activator] | x | -0.6% | 23.2 | -0.2% | x | -16.0 | 8.4% | 2.1 | -18.5% | x
Cc1c(Nc2nc3ccccc3n3cnnc23)cccc1[N+](=O)[O-] | 5.3% | 3.0% | -0.4% | u | -0.7% | x | -16.0 | -1.8% | -1.8 | 22.6% | 1.1
CCOc1ccccc1NC(=O)CCc1nnc2ccc(NCc3ccco3)nn12 | -9.3% | -4.7% | -0.9% | -22.4 | 0.2% | x | 8.9 | -6.3% | -0.4 | 9.9% | x
COc1ccc(/C=N/NC(=O)c2sc3nc(C)cc(C)c3c2N)cc1 | 2.7% | -2.0% | 2.2% | -12.8 | -0.4% | 4.3% | -11.1 | 3.5% | -1.4 | -0.6% | -0.2
Cc1cc(C)n(-c2nc3c(c(=O)[nH]c(=O)n3C)n2Cc2cccc(Br)c2)n1 | -0.2% | 2.0% | 2.4% | 3.5 | 0.1% | -12.6% | -16.3 | 2.4% | 12.6 | 0.9% | 1.8
OC(CNC1CCCC1)COc1ccc(Cl)cc1 (stereo unspecified) | -2.3% | 8.3% | -0.8% | 2.1 | -0.6% | -0.2%[11.5 µM] | -16.3 | -0.2% | 6.2 | 13.7% | 5.4
COCCCNC(=O)c1ccccc1-c1cc(C)no1 | -1.5% | 6.0% | -3.3% | -1.5 | -0.1% | 0.1% | -2.1 | -1.2% | -5.7 | -2.2% | 3.0
